# TRPV1 ag: HTS Assay for Compounds that Act as Agonists of the Vanilloid Receptor 1 | hit rate 0.19% among 320,000 | TRPV1-expressing cells, Fluo-8 calcium influx, agonist mode | activation, % at 8.33 µM | AID 540275, 2011 | Transient receptor potential cation channel subfamily V member 1 (Homo sapiens), Q8NER1; in the data active = activation above about 80%; inconclusive = between about 30% and that limit; note: 0% is about no effect
#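 Fluo-8 calcium influx in TRPV1-expressing cells, kinetic read (ex 480/em 520 nm). Compound added and read 3 min for agonist activity, followed by capsaicin at EC20 final and 2 min further read for enhancement.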
# Eya2 phos inh: qHTS Assay for Inhibitors of the Phosphatase Activity of Eya2. Potency, µM (titrated, usually from 76.9 µM), without a hit: top-dose activity, negative = inhibition, usual class: inhibitors. Protein phosphatase EYA2 (Homo sapiens), O00167. hit rate 0.006% among 330,000. recombinant Eya2, OMFP fluorescence dephosphorylation (OMFP is methylfluorescein phosphate); note: potency is the fitted concentration of half-maximal effect; % is set by controls: 0 for no effect and ±100 for the full control effect
#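 Eya2 (0.2 uM) preincubated 10 min at ambient with compound, then OMFP substrate added at 50 uM; 10 min reaction in 50 mM HEPES pH 7.5, 50 mM NaCl, 5 uM MgCl2, 0.05% BSA, 1 mM DTT. Fluorescence read at Ex 485/Em 525 nm.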
# KCNH2 WT inh: qHTS for Inhibitors of KCHN2 3.1: Wildtype qHTS | Voltage-gated inwardly rectifying potassium channel KCNH2 (Homo sapiens), Q12809 | U2OS, BacMam KCNH2, thallium flux FluxOr; active compounds read low | AID 720551, 2013 | activity change, % at 1.84 µM | hit rate 0.37% among 340,000;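 active = maximum activity change below -70%; inconclusive = maximum activity change between -70% and -50%; inactive = maximum activity change above -50%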; note: % is set by controls: 0 for no effect and ±100 for the full control effect
#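 U2OS cells were transduced with wild-type KCNH2 virus (2.03 x 10^8 / mL) for 4 h at room temperature, then cultured overnight at 37 C. Thallium flux was read with FluxOr dye. Rate constants were normalized to DMSO controls.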
# KCNH2 3.1 inh: qHTS for Inhibitors of KCHN2 3.1: Mutant qHTS | AID 720553, 2013 | Potassium voltage-gated channel subfamily H member 2, brain isoform KCNH2 3.1 (human) | U2OS KCNH2 3.1, thallium flux FluxOr; active compounds read low | activity change, % (tested at about 1.8 µM) | hit rate 0.95% among 340,000;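 active = maximum activity change below -70%; inconclusive = maximum activity change from -70% to -50%; inactive = maximum activity change above -50%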;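 note: thallium influx rate constant from kinetic fluorescence after stimulation buffer; % is set by controls: 0 for no effect and ±100 for the full control effect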
#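 Kinetic fluorescence (2 min after stimulation buffer) measures Tl+ influx through KCNH2 3.1 expressed by viral transduction in U2OS cells; the rate constant is normalized against DMSO controls serving as positive and negative references.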
# TCR activator: Activators of T cell receptors: qHTS campaign; primary human leukocytes, anti-CD3, IL-2 HTRF, 48 h; Potency, µM (titrated, usually from 9.22 µM), without a hit: at the top dose activation of IL-2 secretion, usual class: activators; 330,000 tested, under 10 active; AID 504894, 2011; note: % of control where 0% means no effect
#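 Primary human leukocytes receive a-CD3 beads and test compound and are incubated 48 hr. Secreted IL-2 is then assayed by HTRF, measuring 665nm acceptor emission after 320nm excitation of the europium donor.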
# ELG1 repair inh: qHTS screen for small molecules that inhibit ELG1-dependent DNA repair in human embryonic kidney (HEK293T) cells expressing luciferase-tagged ELG1. HEK293T ELG1-luciferase reporter, luminescence, 16 h; DNA damage induced by 5-fluorouridine. hit rate 2.3% among 330,000. Potency, µM (doses to about 46.1 µM), without a hit: at the highest dose activity change, negative = inhibition, actives largely listed as inhibitors. AID 504467, 2011; note: potency is the fitted concentration of half-maximal effect; % is set by controls: 0 for no effect and ±100 for the full control effect; nearly all actives have a fitted effect of over 55% in size
#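 Step one: seed 2,000 cells per well. Step two: pin-transfer compound or DMSO alongside 5-fluorouridine. Step three: incubate 16 hr, 37 °C, 5% CO2. Step four: add ONE-Glo, wait 30 min, read luminescence.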
# A-T KAP1 phos: qHTS Assay for Identifying a Potential Treatment of Ataxia-Telangiectasia; […] A-T fibroblasts, KAP-1 phosphorylation AlphaLISA; neocarzinostatin DNA damage 30 min before lysis; Potency, µM (titrated, usually from 57.5 µM), for inactives: at the top dose activation, usual class: activators; hit rate 0.19% among 320,000; AID 485349, 2010; note: potency is the fitted concentration of half-maximal effect; % of control where 0% means no effect; nearly all actives have a fitted effect of over 45% in size
#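 hTERT-immortalized A-T patient fibroblasts ([…]), 500 cells/well in OPTI-MEM, 1% FBS, got compounds for 60 min, then NCS for 30 min at 37C. Lysates were then assayed for phospho-KAP-1 by AlphaLISA (anti-pKAP1 donor, anti-KAP1 acceptor beads), 6 hr at 25C.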
# USP2a inh: qHTS Assay for Inhibitors of Ubiquitin-specific Protease USP2a Using CHOP2 as the Reporter; Ubiquitin carboxyl-terminal hydrolase 2 (Homo sapiens), O75604; USP2 core, Ub-CHOP2 coupled fluorogenic reporter, 485/531; Potency, µM (series often up to 38.3 µM), inactives show at the highest dose activity change, negative = inhibition, most hits filed as inhibitors; hit rate 0.01% among 330,000; AID 463254, 2010;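 note: potency is the fitted concentration of half-maximal effect; plate controls were DMSO wells for no effect and full inhibition by NEM control for full effect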
#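 Deubiquitinase activity read as fluorescence (485/531 nm) after Ub-CHOP2 cleavage activates the enterokinase reporter on its substrate; USP2 core 10nM, Ub-CHOP2 and substrate 25nM each, 30min compound preincubation then 60min RT; data normalized to NEM, curves fitted.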
# Mito fusion act: qHTS Assay for Small Molecule Inhibitors of Mitochondrial Division or Activators of Mitochondrial Fusion. AID 485298, 2010. hit rate 0.23% among 320,000. Potency, µM (top dose mostly 46.1 µM), without a hit: at the top dose growth rescue (activation), most hits filed as activators. S. cerevisiae fusion-defective mutant growth rescue, CellTiterGlo 48 h;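 note: potency is the fitted concentration of half-maximal effect; % of control where 0% means no effect; nearly all actives have a fitted effect of over 45% in size; temperature-sensitive fusion mutants such as fzo1-1 at 37 °C on non-fermentable ethanol glycerol medium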
#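 Compounds are tested for their ability to restore growth of mitochondrial fusion-defective yeast strains at non-permissive 37C in YPEG medium over 48 hours. Viability is quantified by luciferase luminescence.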
# TSHR antag: Antagonists of the Thyroid Stimulating Hormone Receptor: HTS campaign; activity change, negative = inhibition, % at 11.5 µM; TSHR-expressing cells, TSH-stimulated cAMP HTRF, 2 h; active compounds read low; hit rate 0.2% among 330,000; Thyrotropin receptor (Homo sapiens), P16473; AID 504810, 2011;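 active = activity change below a set negative limit, meaning inhibition stronger than a set level, cut at about -70% in these data; inconclusive = activity change between two set negative limits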; note: % is set by controls: 0 for no effect and ±100 for the full control effect
# Target sequence (P16473 whole entry, looked up): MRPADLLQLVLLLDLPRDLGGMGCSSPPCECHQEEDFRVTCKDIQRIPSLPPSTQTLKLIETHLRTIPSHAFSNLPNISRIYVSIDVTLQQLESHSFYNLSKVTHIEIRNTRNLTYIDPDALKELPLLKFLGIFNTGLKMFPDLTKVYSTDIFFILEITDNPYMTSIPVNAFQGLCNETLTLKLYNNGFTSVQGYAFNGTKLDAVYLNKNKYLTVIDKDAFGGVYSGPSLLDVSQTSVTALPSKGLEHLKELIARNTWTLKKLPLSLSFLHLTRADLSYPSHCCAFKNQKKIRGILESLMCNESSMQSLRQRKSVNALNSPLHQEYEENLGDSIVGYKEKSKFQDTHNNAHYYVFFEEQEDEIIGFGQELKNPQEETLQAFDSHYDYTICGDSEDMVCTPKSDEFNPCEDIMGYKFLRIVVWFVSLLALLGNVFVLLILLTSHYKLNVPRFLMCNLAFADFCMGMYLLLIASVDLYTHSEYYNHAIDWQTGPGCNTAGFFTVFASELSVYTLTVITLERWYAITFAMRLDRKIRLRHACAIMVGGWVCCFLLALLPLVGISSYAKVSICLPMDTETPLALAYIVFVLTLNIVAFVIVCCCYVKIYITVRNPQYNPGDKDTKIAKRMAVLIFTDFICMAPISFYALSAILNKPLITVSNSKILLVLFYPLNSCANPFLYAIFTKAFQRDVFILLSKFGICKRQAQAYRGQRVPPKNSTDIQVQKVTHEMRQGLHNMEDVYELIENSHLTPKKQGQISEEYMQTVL
#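 Competitive HTRF cAMP read-out (cryptate anti-cAMP antibody, cAMP-d2; 30 min, room temperature) in freshly harvested TSHR cells. Compounds added before TSH at EC80 (4nM final), followed by 2 hours' incubation at 37 deg C.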
# Numbers without * were called inactive; u = inconclusive; x = no result given; [ ] = dose if it differs, or a comment. Unless noted, calls come from the whole dose curve; as a rule, active = well fitted curve in the direction sought with a large enough effect; inconclusive = small, poorly fitted or top-dose-only effect, or another doubt; inactive = no such curve, though single readings can be large; an effect the other way counts as inactive or inconclusive.
mol,USP2a inh,TSHR antag,KCNH2 WT inh,KCNH2 3.1 inh,TRPV1 ag,A-T KAP1 phos,ELG1 repair inh,Eya2 phos inh,Mito fusion act,TCR activator
C=CCOc1ccc(/C=N/n2cncn2)cc1OC,0%,0,-1,1,-4,3%,11%,-5%,-4%,0%
Oc1c(Cl)cc(Cl)cc1/C=N/c1nc(-c2ccc(Cl)cc2)cs1,0%,-6,-6,5,2,2%,29%,-7%,9%,4%
CN(Cc1ccc(OC(F)F)cc1)C(=O)C1CCN(S(=O)(=O)c2ccc3c(c2)OCCO3)CC1,-1%,-8,-19,13,1,-4%,7.3µM*,-1%,13%,x
CC(C)c1cc(C(=O)N2CCCC(Nc3ccc(F)cc3)C2)nc(N)n1 (configuration not stated),1%,3,5,3,22,6%,7%,0%,-1%,-3%
CCN(CC)C(=O)C1CCCN(Cc2nc(-c3cccs3)no2)C1 (configuration not stated),2%,-9,16,-1,1,1%,-22%,-10%,-4%,-1%
Clc1ncc(CN2CCN(Cc3ccccc3)CC2)s1,-1%,-5,17,-2,1,3%,-1%,-15%,-11%,2%
Cc1ccc(NC(=O)c2ccc3c(c2)S(=O)(=O)c2ccccc2C3=O)cc1S(=O)(=O)N1CCOCC1,-11%,5,-136*,-190*,0,0%,u,-9%,3%,1%
CC(=O)Nc1ccc(NC(=O)CCn2nnc3ccccc32)cc1,-1%,-10,-2,6,-1,9%,u,-5%,1%,-9%
COc1cc(OC)cc(C(=O)NC2CCSC2=O)c1 (configuration not stated),-3%,-8,-3,-5,-1,-3%,-7%,-4%,-3%,-3%
CSc1nc(S(=O)(=O)c2ccccc2)c(Cl)s1,1%,8,3,5,13,3%,-10%,-4%,1%,-3%
CN(CCc1ccccc1)c1ccc([N+](=O)[O-])cn1,0%,1,14,6,22,-4%,26%,1%,0%,-1%
NC(=O)COC(=O)c1cccc(S(=O)(=O)N2CCCCC2)c1,3%,-3,-4,6,0,1%,-3%,3%,8%,2%
CCOC(=O)c1ccccc1N/C=C1\CCCC1=O,0%,2,2,-6,16,17%,-16%,18%,8%,3%
O=C(CSc1ccccc1)NCc1ccco1,-1%,0,-3,8,0,x,u,-1%,-3%,-6%[46.1 µM]
O=C(CSc1nc2ncccc2[nH]1)Nc1ccc2c(c1)OCO2,-5%,3,4,4,2,19%,11%,4%,u,2%
CN(C)CCNC(=O)/C(=C/c1cccc([N+](=O)[O-])c1)NC(=O)c1ccccc1,4%,8,-79*,-84*,-5,2%,0%,0%,-3%,1%[46.1 µM]
COc1ccc(C(=O)NNC(=O)CSc2nnc(-c3cccnc3)o2)cc1,1%,-4,3,-18,u,-1%,22%,0%,4%,0%
NS(=O)(=O)c1ccc(-c2ccc(/C=N/NC(=O)c3ccccc3O)o2)cc1,-7%,4,4,-8,-4,-9%,-15%,u,2%,-3%
CCC(O)c1c(-c2ccccc2)nn(C)c1Cl (configuration not stated),1%,0,-18,-1,-1,0%,-14%,-25%,-2%,3%
CCN1CCCC1CNC(=O)c1cc2c(-c3ccc(Cl)cc3)nn(C)c2s1 (configuration not stated),2%,-5,7,2,0,-1%,-1%,-5%,5%,14%
Cc1ccc2c(N)c(C#N)sc2n1,0%,8,-5,-1,-1,8%,27%,-9%,1%,-2%
COc1cc(C2C(C#N)=C(N)Oc3n[nH]c(-c4ccncc4)c32)cc(OC)c1OC (configuration not stated),-1%,7,3,15,0,-8%,-1%,18%,-1%,-22%
CC1CN(C(=O)COC(=O)c2c(Cl)cccc2Cl)CC(C)O1 (configuration not stated),2%,-2,1,3,3,1%,4%,-5%,3%,10%
COc1ccccc1N1CCN(C(c2cccs2)C(C)NC(=O)c2ccncc2)CC1 (configuration not stated),0%,13,9,5,4,7%,14%,-2%,6%,0%
COCCNC(=O)/C(C#N)=C/c1c(N2CCN(c3cccc(Cl)c3)CC2)nc2c(C)cccn2c1=O,0%,-2,17,17,26,-20%,u,-4%,0%,-4%
COCCN(C(=O)COC(=O)CSc1ccc(Cl)cc1)c1c(N)n(Cc2ccccc2)c(=O)[nH]c1=O,-1%,6,-7,-12,-4,-7%,15%,23%,-1%,7%
CCOc1ccc(C(=O)N2CCN(Cc3ccccc3)CC2)cc1,-1%,x,9,-20,1,4%,u,-9%,-1%,-1%
Cc1ccc(C(=O)NCCN(C)C)cc1C,3%,8,-6,5,-1,0%,-11%,15%,-2%,-6%
Cc1ccc(NCc2ccco2)cc1C,0%,9,1,7,0,1%,24%,1%,6%,0%
Clc1cccc(Cl)c1CSc1nnc2ccccn12,5%,2,-11,-35,2,2%,u,-12%,-1%,2%[46.1 µM]

# Complete entries from above. Order of screens: USP2a inh | TSHR antag | KCNH2 WT inh | KCNH2 3.1 inh | TRPV1 ag | A-T KAP1 phos | ELG1 repair inh | Eya2 phos inh | Mito fusion act | TCR activator
# COc1ccccc1N1CCN(C(c2cccs2)C(C)NC(=O)c2ccncc2)CC1 (configuration not stated) is listed with 0% | 13 | 9 | 5 | 4 | 7% | 14% | -2% | 6% | 0%
# CC1CN(C(=O)COC(=O)c2c(Cl)cccc2Cl)CC(C)O1 (configuration not stated) is listed with 2% | -2 | 1 | 3 | 3 | 1% | 4% | -5% | 3% | 10%

# More results:
mol,USP2a inh,TSHR antag,KCNH2 WT inh,KCNH2 3.1 inh,TRPV1 ag,A-T KAP1 phos,ELG1 repair inh,Eya2 phos inh,Mito fusion act,TCR activator
CC1CC1C(=O)OCC(=O)Nc1ncc(Cl)cc1Cl (configuration not stated),0%,3,-9,-15,1,-5%,u,11%,-1%,0%
NC(=O)c1nn(-c2ccccc2)nc1NC(=O)CN1CCOCC1,-2%,-3,-10,-4,-1,-27%,-2%,4%,0%,1%
CCCn1c(SCC(=O)c2ccc(CC)cc2)n[nH]c1=O,-2%,-13,27,22,u,-6%,-11%,0%,-1%,8%
CC(CCC(=O)O)C1CC[C@@]2(C)C3C(=O)CC4C(C)(C)C(O)CC[C@]4(C)C3C(=O)C[C@]12C (some centres not stated),1%,-11,-11,16,-1,0%,0%,-5%,2%,1%
O=c1oc2ccccc2cc1-c1ccc(O)cc1O,1%,4,-3,2,14,-3%,16%,3%,1%,2%[46.1 µM]
COc1cccc(N2CC(=O)Nc3c(oc4nc(-c5ccccc5)cc(C)c34)C2=O)c1,-4%,-1,-4,-10,5,-5%,u,-24%,2%,1%
COc1ccccc1-c1coc2cc(OC(=O)/C=C/c3ccccc3)ccc2c1=O,-1%,2,-4,4,1,0%,30%,3%,0%,1%[46.1 µM]
Cc1cccc(/C=N/n2c(C3CCCCC3)n[nH]c2=S)c1,0%,-12,-2,-18,3,-4%,12%,-7%,-23%,15%
CC(C)CCSc1nc(N2CCOCC2)c2c(c1C#N)CC(C)(C)OC2,-2%,-5,28,-12,91*,10%,12µM*,-9%,0%,2%
CCCCNC(=O)Cc1ccc(C)cc1,4%,10,12,5,16,-6%,u,3%,1%,2%[46.1 µM]
CCCc1nn(C)c(C(=O)Nc2ccc(C)c(C)c2)c1Cl,3%,-28,0,1,u,19%,u,-5%,13%,-2%[46.1 µM]
CC(=O)Nc1ccc(NC(=O)C(C)OC(=O)c2cccc(S(=O)(=O)N3CCCCC3)c2)cc1 (configuration not stated),2%,-1,3,12,1,14%,-1%,9%,0%,-4%
COc1ccccc1-c1cc(C(F)(F)F)nc(N2CCCCC2)n1,1%,2,3,3,0,8%,11%,3%,-1%,-3%
COc1ccc(C(=O)OCC(=O)Nc2cc(C)c(C)cc2[N+](=O)[O-])cc1,-2%,27,x,2,-1,-6%,-1%,-1%,-5%,0%[46.1 µM]
Cc1cnc(C)c(N2CCN(Cc3nc(-c4ccccc4)no3)CC2)n1,-2%,18,-3,-1,8,-8%,-8%,1%,9%,4%
CN(C(=O)CCCN1CCCC1=O)C1CCCN(Cc2ccccc2F)C1 (configuration not stated),1%,-12,4,-1,2,10%,0%,9%,-1%,5%
CCOC(=O)C1CCCN(c2nc3ccccc3nc2C(C#N)C(=O)OCCOC)C1 (configuration not stated),-2%,3,2,1,-2,-3%,-26%,-39%,6%,-9%

# Bioassay records: PubChem, National Center for Advancing Translational Sciences (NCATS)

# An excerpt; count on the stated rates, not on these rows.
